# B2AR arrestin – beta2AR (human) beta-arrestin recruitment activity; beta-arrestin recruitment to beta2AR, cell-based reporter; AID 492947; P07550; 330,000 tested, 0.02% active; Potency, µM (top dose mostly 46.1 µM), for inactives: at the top dose activation, usual class: activators;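 further: potency means the concentration at half of the fitted maximal effect; 0% = DMSO controls and full agonism = EC100 isoproterenol or metaproterenol; nearly all actives have a fitted effect of over 65% in size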
# Menin-MLL TR inh – menin-MLL binding inhibition, Texas Red mutant peptide | Menin + Texas Red MLL mutant peptide, fluorescence polarization | O00255 | Potency, µM (series often up to 61.6 µM), inactives show at the highest dose FP activity change, negative = inhibition, hits mostly inhibitors | AID 1768 | 270,000 tested, 0.23% active; active means well fitted inhibition curve with a large enough effect in the polarisation, with a control signal flat, not every such curve was filed as active; inconclusive means small, poorly fitted or top-dose-only effect, or effect the other way, or a change in a side signal; inactive means no such curve, though single readings can be large or run the other way; the % refers to the polarisation; further: potency means the concentration at half of the fitted maximal effect; % of control where 0% means no effect; many of its hits are not listed in these tables
# KCNH2 3.1 inh – inhibitors of human KCNH2 3.1 potassium channel isoform. U2OS KCNH2 3.1, thallium flux FluxOr; hits give low values. activity change, % (tested at about 1.8 µM). 340,000 tested, 0.95% active. AID 720553;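 active means maximum activity change below -70%; inconclusive means maximum activity change from -70% to -50%; inactive means maximum activity change above -50%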;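 further: thallium influx rate constant from kinetic fluorescence after stimulation buffer; on the % scale 0 is the no-effect control and ±100 the full control effect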
#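 Steps: virus added to U2OS suspension (4 h, RT, dark); medium with 10% FBS added, cells plated, 37 C overnight; FluxOr/Red40 loading buffer 45 min RT; stimulation buffer, 2 min kinetic read; rate constant normalized.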
# CXXC DNA block – blocks binding of human MLL CXXC domain to DNA; Q03164; Potency, µM (highest dose often 115 µM), inactives show top-dose activity change, negative = inhibition, actives largely listed as inhibitors; MLL-CXXC / FITC-HOXA9 DNA fluorescence polarization; 290,000 tested, 0.037% active; active means well fitted inhibition curve with a large enough effect in the polarisation, with a control signal flat, not every such curve was filed as active; inconclusive means small, poorly fitted or top-dose-only effect, or effect the other way, or a change in a side signal; inactive means no such curve, though single readings can be large or run the other way; the % refers to the polarisation; further: potency means the concentration at half of the fitted maximal effect
#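 Steps: dispense CXXC domain solution (7 uM) → pin compounds or unlabeled HOX-A9 DNA control → 5 min ambient → add FLSN-HOX-A9 solution (50 nM) → spin → 30 min ambient → fluorescence polarization. Tris pH 7.5/NaCl/DTT/BSA buffer.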
# TRPV1 ag – human TRPV1 agonism; 320,000 tested, 0.19% active; TRPV1-expressing cells, Fluo-8 calcium influx, agonist mode; Q8NER1; activation, % at 8.33 µM; AID 540275; in the data active means activation above about 80%; inconclusive means between about 30% and that limit; further: 0% is about no effect
#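 TRPV1-expressing cells were cultured overnight at 35.5C and loaded with Fluo-8 calcium dye for 40 to 90 min at room temperature. After a 10 s baseline, compound was added and calcium influx was read kinetically for 3 min (ex 480/em 520 nm).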
# PKM2 activator – activators of human pyruvate kinase M2; P14618; Potency, µM (top dose mostly 57.5 µM), for inactives: top-dose activation, hits mostly activators; purified PKM2, Kinase-Glo ATP luminescence, activation; response scale: 0% is enzyme alone, no compound; 260,000 tested, 0.34% active; AID 1631; further: potency means the concentration at half of the fitted maximal effect; on the % scale 0 is the no-effect control and ±100 the full control effect; nearly all actives have a fitted effect of over 55% in size
#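 hPK-M2, >95% pure; 0.1 mM ADP / 0.5 mM PEP final; imidazole pH7.2 buffer w/ 7 mM MgCl2, 50 mM KCl; 1 h RT; Kinase-Glo lum. Intermediate enzyme activity for dual inhibitor/activator qHTS.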
# KCNH2 WT inh – KCNH2 (human, wildtype) channel inhibition; Q12809; U2OS, BacMam KCNH2, thallium flux FluxOr; hits give low values; activity change, % at 1.84 µM; 340,000 tested, 0.37% active; AID 720551;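 active means maximum activity change below -70%; inconclusive means maximum activity change between -70% and -50%; inactive means maximum activity change above -50%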; further: on the % scale 0 is the no-effect control and ±100 the full control effect
#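 U2OS cells transduced with wild-type KCNH2 virus are loaded with FluxOr dye for 45 min, and thallium flux is measured in kinetic reads before and after stimulation buffer. Rate constants are normalized to DMSO controls.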
# GALK inh – blocks human galactokinase activity; P51570; Purified GALK, Kinase-Glo residual ATP luminescence; Potency, µM (doses to about 57.5 µM), without a hit: top-dose activity change, negative = inhibition, most hits filed as inhibitors; 270,000 tested, 0.007% active; further: potency means the concentration at half of the fitted maximal effect; on the % scale 0 is the no-effect control and ±100 the full control effect
#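 Galactose (100 uM) and ATP (35 uM) were turned over by 5 nM GALK for 1 h at RT. Kinase-Glo Plus then converted the remaining ATP into a luminescent signal.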
# FBPA coupling cs – counter-screen for Giardia aldolase inhibitors: coupling enzyme system | 290,000 tested, 0.67% active | AID 2472 | activity change, negative = inhibition, % at 58.2 µM, hits read low | coupling enzyme system counterscreen, AmpLite Red fluorescence; in the data active means activity change below about -30%; further: on the % scale 0 is the no-effect control and ±100 the full control effect
#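 Counterscreen lacking aldolase: glyceraldehyde-3-phosphate coupling-enzyme reagent preincubated 10 min at RT with compound (at 57.5 uM final), then substrate/coupling system with AmpLite Red added; fluorescence read at 525/598 nm after 20 min RT.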
# USP2a inh – USP2a (human) protease inhibition; O75604; USP2 core, Ub-CHOP2 coupled fluorogenic reporter, 485/531; 330,000 tested, 0.01% active; Potency, µM (titrated, usually from 38.3 µM), for the others: at the highest dose activity change, negative = inhibition, usual class: inhibitors;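 further: potency means the concentration at half of the fitted maximal effect; plate controls were DMSO wells for no effect and full inhibition by NEM control for full effect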
#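 Deubiquitinase activity read as fluorescence (485/531 nm) after Ub-CHOP2 cleavage activates the enterokinase reporter on its substrate; USP2 core 10nM, Ub-CHOP2 and substrate 25nM each, 30min compound preincubation then 60min RT; data normalized to NEM, curves fitted.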
# Giardia kill – kills Giardia lamblia. Giardia lamblia trophozoite viability. activity change, % at 7.66 µM, hits read low. 340,000 tested, 0.15% active. AID 540267; in the data active means activity change below about -80%; inconclusive means between about -30% and that limit;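 further: parasites exposed to compound for two days anaerobically before the ATP read; on the % scale 0 is the no-effect control and ±100 the full control effect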
#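 Luminescent ATP signal served as the viability read-out, measured 15-30 min after adding ATP detection reagent to trophozoites that had been incubated with compounds for 48 hrs at 37 deg C anaerobically at 100 cells/well.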
# Starred values were filed as active, the others as inactive; ? = inconclusive; . = no result given; & = joins results of further samples; [ ] = remark or other dose. Unless noted, the call rests on the fitted dose curve; in most records, active means well fitted curve in the direction sought with a large enough effect; inconclusive means small, poorly fitted or top-dose-only effect, or another doubt; inactive means no such curve, though single readings can be large; an effect the other way counts as inactive or inconclusive.
# Every second line gives: B2AR arrestin	Menin-MLL TR inh	KCNH2 3.1 inh	CXXC DNA block	TRPV1 ag	PKM2 activator	KCNH2 WT inh	GALK inh	FBPA coupling cs	USP2a inh	Giardia kill
> Cc1csc(NC(=O)CSc2nnc(NC(=O)NC(C)(C)C)s2)n1
  -0.8%	.	3	.	-3	.	3	.	.	3%	-8
> CS(=O)(=O)N1CCC(C(=O)Nc2ccc3c(c2)OCCO3)CC1
  0.2%	0%	12	-2%	10	1%	9	0%	1	-2%	-4
> Cc1ccc(NC(=O)C(=O)NCCOc2ccccc2Cl)cc1
  -0.6%	35%[activator]	-6	-5%	-1	1%	-11	-1%	-3	1%	-9
> Cc1ccc(OCCOCCOc2ccc(Br)cc2/C=N\NC(=O)c2ccncc2)cc1
  -0.5%	1%	-1	4%	11	5%	2	.	-6	4%	-8
> Cc1ccc(N=C2S/C(=C/c3cccc(OCC(=O)O)c3)C(=O)N2C)cc1C
  -0.7%	9%	-3	5%	19	.	1	2%	20	-4%	-12
> CCCc1nnc(NC(=O)Nc2ccccc2OC)s1
  2.1%	7%	0	-2%	1	-2%	12	0%	5	0%	-13
> CN(n1cnc2ccccc2c1=O)S(C)(=O)=O
  -0.5%	.	-9	-1%	1	?	-3	.	-1	-5%	46[activator]
> COc1ccccc1CC(=O)N1CCN(c2ccc([N+](=O)[O-])cc2)CC1
  0.1%	1%	-23	-4%	1	4%	14	3%	3	2%	9
> COc1ccccc1NC(=S)N(CCCN1CCOCC1)Cc1cn(C)c2ccccc12
  0.3%	1%	0	6%	0	-9%	-1	-2%	0	0%	-5
> O=C(C1CCN(Cc2cccs2)CC1)N1CCN(Cc2ccc3c(c2)OCO3)CC1
  0.7%	-10%	-5	-2%	-1	-2%	2	-1%	-1	-7%	15
> CC(C)Cc1c(O)nc(SCC(=O)Nc2ccc3c(c2)CCC3)[nH]c1=O
  -0.3%	0%	-17	-5%	1	1%	5	-4%	1	4%	-6
> O=C(CSCC(=O)N1CCCCC1)OCC(=O)c1c[nH]c2ccccc12
  0.4%	5%	14	2%	2	0%	-6	0%	-2	1%	-13
> O=C(/C=C/c1ccccc1[N+](=O)[O-])NCCN1C(=O)S/C(=C\c2ccc(F)cc2)C1=O
  0.2%	-18%	4	-8%	1	0%	7	2%	3	3%	-1
> CCN(CC)CCn1c2c(c(SCC(=O)Nc3ccc(C(C)C)cc3)nc1=O)CCCC2
  -0.2%	.	-23	.	1	.	15	.	.	-1%	-2
> Cc1cccc(CC(=O)N2CCOCC2)c1
  3.3%	-11%	-3	-3%	-1	0%[11.5 µM]	4	-1%	5	-1%	-2
> COC(=O)c1ccccc1NC(=O)C1=CC(c2cccs2)=NS(=O)(=O)N1C
  -0.3%	?	12	.	-1	1%	-7	.	8	1%	12
> COc1ccc(NC(=O)c2ccccc2OCc2ccc(F)cc2)c(OC)c1
  -0.2%	21%	-10	-5%	?	-2%	-9	8%	-1	-3%	8
> COc1ccc(OC)c(NC(=O)C2CC(=O)N(CCc3ccccc3)C2)c1 (stereo not given)
  -0.2%	-24%	-9	2%	4	-1%	23	0%	1	-6%	-1
> O=C(Nc1ccc(N2CCCC2)cc1)c1ccc([N+](=O)[O-])cc1Cl
  -0.6%	11%	5	4%	9	-7%	28	2%	6	5%	-8
> S=c1[nH]nc(-c2ccc(Cl)cc2)n1CCCN1CCOCC1
  -0.1%	-1%	5	-4%	-3	-18%	-3	-4%	-2	4%	-21
> CCCN(Cc1ccco1)S(=O)(=O)c1ccc(OC)c(OC)c1
  0.5%	.	-29	-16%	2	2%	-2	0%	1	-1%	-9
> N#CCCSCc1ccc2oc(C(=O)O)cc2c1
  -0.2%	-13%	8	-2%	3	-4%	-10	-2%	10	3%	7
> COc1ccc(N2CCN(CCNC(=O)Nc3ccc(C)c(Cl)c3)CC2)cc1
  0.2%	3%	-90*	3%	5	.	.	-2%	0	2%	1
> CC(=O)c1ccc(N2CCN(C(=O)C3CCN(S(=O)(=O)Cc4ccccc4)CC3)CC2)cc1
  -0.3%	-11%	-8	1%	-4	-2%	0	2%	4	1%	7
> COCc1c(C(=O)N/N=C(\C)c2ccncc2)nnn1-c1nonc1N
  0.5%	-28%	4	4%	1	.	5	.	1	0%	7
> CCCc1[nH]nc2c1C1(C(=O)N(C(C)C)c3ccccc31)C(C#N)=C(N)O2 (stereo not given)
  -0.4%	-26%	-1	3%	0	1%	-5	-3%	0	0%	-5
> CS(=O)(=O)c1ccc(C(=O)OCC(=O)NC2CCS(=O)(=O)C2)cc1[N+](=O)[O-] (stereo not given)
  0.2%	-16%	-5	0%	2	4%	2	9%	0	2%	18
> S=c1[nH]nc(C(c2ccccc2)C2CCCCC2)o1 (stereo not given)
  0.2%	.	7	-1%	3	2%	4	-3%	12	1%	-11
> CCOC(=O)C(C)Oc1c(C(=O)OC)sc2ncccc12 (stereo not given)
  0.5%	-4%	9	0%	-3	-14%	-8	0%	-1	1%	-5
> CCC(=O)c1ccc(N2CCN(C(=O)c3cc([N+](=O)[O-])ccc3F)CC2)c(F)c1
  0.1%	?	13	-13%	1	1%	29	3%	3	3%	15
> COCCn1c(SCc2nnc(-c3ccccc3)o2)nc2sc3c(c2c1=O)CCC3
  0.0%	-11%	-21	1%	0	0%	-3	7%	2	1%	7
> Cc1ccc(NC(=O)CCCc2nc3ccccc3s2)c(O)c1
  -1.6%	9%	-3	-3%	14	7%	15	4%	-2	-9%	-12
> Cc1ccc(CNC(C)(C)CO)cc1
  0.6%	-12%	7	-4%	-2	3%	-5	.	2	-2%	-3
> O=C1CC(c2ccco2)CC(O)=C1C=Nc1ccccc1-c1ccccc1 (stereo not given)
  0.0%	-27%	11	6%	17	?	-6	-2%	4	0%	12
> COc1cccc(NCc2cc(=O)oc3cc(C)c(O)cc23)c1
  -0.4%	25%	2	?	18	.	-3	2%	3	0%	-2
> Cc1ccc(C(=O)NCCCNC(=O)COc2ccc(C)c(C)c2)cn1
  -0.4%	-6%	1	-12%	2	0%	17	-2%	2	-2%	24
> C/C(=C\[C@@H](NP(=O)(c1ccccc1)c1ccccc1)c1ccccc1)CO[Si](c1ccccc1)(c1ccccc1)C(C)(C)C
  .	1%	4	.	.	0%	8	.	0	.	12
> Cc1c(NC(=O)c2cccs2)cccc1C(=O)O
  0.5%	1%	0	11%	-1	-3%	-3	2%	0	0%	15
> CC1(CCc2ccccc2)NC(=O)N(CC(=O)O)C1=O (stereo not given)
  0.3%	.	7	-12%	1	0%	-4	-1%	3	0%	8
> CC(=O)c1ccc(NC(=S)Nc2cccc3cnccc23)cc1
  -0.1%	.	-8	-4%	-5	12%	-9	?	-62*	0%	19
> COc1ccc(Br)cc1-c1nc(CCl)cs1
  -0.3%	4%	5	-5%	0	0%	55	0%	-5	2%	-11
> Cc1ccc(C)c(NC(=O)CN(C)C(=O)c2sccc2C)c1
  -0.4%	.	-25	.	6	.	-1	.	.	2%	2
> CC1(C)CC2(CC(c3ccccc3)c3ccc(O)cc3O2)NC(=S)N1 (stereo not given)
  -0.6%	17%	-25	6%	-5	0%	-38	1%	8	2%	3
> Cc1cc(C)cc(NC(=O)C(=O)NCCc2c[nH]c3ccccc23)c1
  0.1%	?	3	3%	10	5%	-6	-1%	-2	2%	8
> COc1cccc2c(=O)c(C(=O)O)c[nH]c12
  -0.4%	-1%	5	10%	2	1%	-9	-3%	-6	1%	14
> Cc1ccc(C(=O)c2ccc(CC(=O)O)n2C)cc1
  -0.2%	-11%	24	-3%[51.4 µM]	1	.	-19	.	9&4	2%	-10
> O=C(O)CCCN1C(=O)/C(=C\c2ccco2)SC1=S
  -0.8%	?	2	8%	0	-21%	-1	9%	-9	2%	4
> O=C(Cn1c2ccccc2c(=O)c2ccccc21)N/N=C/c1ccc(N2CCCC2)c([N+](=O)[O-])c1
  0.1%	0%	3	18%	-3	24%	8	1%	-2	3%	3
> Cc1ccc(/C=N/Nc2ccc(Cl)nn2)cc1
  -0.1%	.	-9	-20%	0	-4%	-15	-1%	0	0%	-8
> COC1c2ccccc2C(=O)N1CCc1ccc(Cl)cc1 (stereo not given)
  -0.8%	-7%	13	1%	?	-1%[11.5 µM]	5	5%	2	3%	11
> O=C(COc1ccc(Cl)cc1Cl)NCC1(N2CCOCC2)CCCCC1
  0.4%	.	-5	.	.	.	33	.	.	0%	12
> CC(=O)c1ccc(S(=O)(=O)NCCC(=O)N2CCN(c3ccccn3)CC2)cc1
  5.0%	.	10	.	-5	.	-14	.	.	0%	-26

# The list is partial. The share of hits here may be higher or lower than overall.
